Mcl1 Bid PPI: disrupts binding of human Mcl-1 to Bid peptide | Q07820 | TR-FRET Mcl-1/Bid-Dy647 peptide binding, 1536-well | inhibition, % at 21.7 µM | 0.97% of 220,000 active;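 active = compounds that cut the binding signal by more than half at the single screening dose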;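 also: His-tagged Mcl-1 with europium anti-His antibody binding Bid BH3 peptide; 0% = Mcl-1 plus peptide wells and 100% = peptide-only wells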
Bim-Bcl-W: disrupts Bim peptide binding to human Bcl-W; Q92843; bead-based flow cytometry; inhibition, % at 10 µM; 0.02% of 190,000 active;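 also: 0% = bound tracer without compound and 100% = peptide blocker; higher means less fluorescent Bim peptide bound to Bcl-W beads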
Target sequence (Q92843 whole entry, looked up): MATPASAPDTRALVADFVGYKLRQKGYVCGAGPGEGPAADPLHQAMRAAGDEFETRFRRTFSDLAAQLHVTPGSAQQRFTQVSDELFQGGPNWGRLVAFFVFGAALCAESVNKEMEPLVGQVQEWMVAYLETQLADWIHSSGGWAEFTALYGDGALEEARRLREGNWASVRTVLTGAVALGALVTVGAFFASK
Bcl-B Bim block: inhibitors of Bim-Bcl-B interaction, human; inhibition, % at 10 µM; Q9HD36; 0.073% of 190,000 active; bead-based flow cytometry, Bim peptide-Bcl-B binding; AID 951;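 also: 0% = tracer peptide without compound and 100% = reference inhibitor peptide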
Target sequence (Q9HD36 whole entry, looked up): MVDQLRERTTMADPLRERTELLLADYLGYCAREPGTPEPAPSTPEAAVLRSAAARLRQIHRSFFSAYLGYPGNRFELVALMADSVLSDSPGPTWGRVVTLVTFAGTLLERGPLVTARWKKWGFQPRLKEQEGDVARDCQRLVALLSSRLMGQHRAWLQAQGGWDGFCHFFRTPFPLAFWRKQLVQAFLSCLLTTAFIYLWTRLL
Bim-Mcl-1: inhibitors of Bim-Mcl-1 interaction, human | AID 1009 | inhibition, % at 10 µM | 0.1% of 190,000 active | Bead-based flow cytometry, Bim peptide-Mcl-1 binding | Q07820;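 also: 0% = no compound tracer wells and 100% = peptide blocker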
Bcl-XL Bim block: human Bim-Bcl-XL interaction inhibition; Bim peptide-Bcl-XL binding, bead flow cytometry, fluorescence; 0.04% of 190,000 active; Q07817; inhibition, % at 10 µM
Target sequence (Q07817 whole entry, looked up): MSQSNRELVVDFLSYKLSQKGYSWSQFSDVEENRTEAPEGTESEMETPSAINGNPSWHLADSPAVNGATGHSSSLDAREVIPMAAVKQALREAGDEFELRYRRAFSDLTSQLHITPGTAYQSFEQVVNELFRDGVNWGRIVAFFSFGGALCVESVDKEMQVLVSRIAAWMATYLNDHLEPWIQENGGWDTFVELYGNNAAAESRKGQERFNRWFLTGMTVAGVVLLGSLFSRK
Bim-Bcl-2: human Bim-Bcl-2 interaction inhibition. 0.06% of 190,000 active. Bead-based flow cytometry, Bim peptide-Bcl-2 binding. AID 950. P10415. inhibition, % at 10 µM; in the data active = inhibition above about 40%; inconclusive = no clear call, values can overlap the other calls;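 also: 0% = no compound wells with probe peptide and 100% = reference peptide inhibitor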
RGS7-Gao reg: modulates binding of RGS7 to human Galphao; P09471; Multiplexed bead flow cytometry; actives lie on both sides; binding response (% of control), % at 10 µM; 0.35% of 220,000 active; AID 1439; in the data active = binding response below about 49% or above about 150%; inconclusive = no clear call, values can overlap the other calls; inactive = in between;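 also: fluorescent Galphao held in activated GDP-AlF4 state binding bead-coupled RGS7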
Target sequence (P09471 whole entry, looked up): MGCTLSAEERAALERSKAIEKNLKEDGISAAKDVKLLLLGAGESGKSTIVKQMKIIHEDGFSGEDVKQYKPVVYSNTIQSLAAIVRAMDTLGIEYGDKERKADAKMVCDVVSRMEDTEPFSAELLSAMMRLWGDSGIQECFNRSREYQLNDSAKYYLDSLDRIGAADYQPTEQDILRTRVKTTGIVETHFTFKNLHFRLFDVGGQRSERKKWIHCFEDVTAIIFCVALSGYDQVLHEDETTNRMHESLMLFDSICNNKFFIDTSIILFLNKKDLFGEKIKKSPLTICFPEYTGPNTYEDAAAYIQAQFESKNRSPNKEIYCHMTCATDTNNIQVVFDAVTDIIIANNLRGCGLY
RGS8-Gao reg: regulators of human RGS8-Galphao interaction. response (percent of control binding), % at 10 µM. AID 1423. P09471. 0.34% of 220,000 active. multiplexed bead flow cytometry, RGS8-Galphao binding; actives lie on both sides; in the data active = response below about 60% or above about 140%; inactive = in between;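 also: Galphao activated as the GDP aluminium fluoride complex binding bead-coupled RGS8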
Bim-Bfl-1: inhibitors of Bim-Bfl-1 interaction, human | Q16548 | Bead-based flow cytometry, Bim-Bfl-1 binding inhibition | inhibition, % at 10 µM | 0.12% of 190,000 active | AID 1008;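 also: 0% = wells without compound plus tracer and 100% = blocker peptide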
Mcl1 Noxa PPI: Mcl-1/Noxa interaction inhibition. inhibition, % at 21.7 µM. 1.5% of 220,000 active. TR-FRET Mcl-1/Noxa peptide binding, 2 h. AID 1022;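 active = compounds that cut the protein-peptide binding signal by more than 50% relative to plate controls in a single-dose test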;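 also: His-tagged Mcl-1 with rhodamine Noxa BH3 peptide and terbium anti-His antibody; 0% = Mcl-1 plus Noxa peptide wells and 100% = peptide-only wells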
RGS4-Gao reg: modulates binding of RGS4 to human Galphao; Multiplexed bead flow cytometry; actives lie on both sides; 0.33% of 220,000 active; binding response (% of control), % at 10 µM; in the data active = binding response below about 49% or above about 150%; inactive = in between;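 also: fluorescent Galphao activated with aluminum fluoride binding bead-coupled RGS4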
* hit, by the source's call; ? = inconclusive; . = no result given; [ ] = remark or other dose. Rule as the data show it, unless noted: active = inhibition above about 40%.

SMILES	Mcl1 Bid PPI	Bim-Bcl-W	Bcl-B Bim block	Bim-Mcl-1	Bcl-XL Bim block	Bim-Bcl-2	RGS7-Gao reg	RGS8-Gao reg	Bim-Bfl-1	Mcl1 Noxa PPI	RGS4-Gao reg
Cc1c(Cl)cnc(NC(=O)CSc2nnc3ccccn23)c1Cl	-7	0	-9	-2	-3	-6	107	103	-9	3	106
CNC(=S)N1N=C(c2ccccc2)CC1c1ccc(OC)c(OC)c1 (centres undefined)	-20	12	9	10	12	5	108	102	12	13	106
CCn1cc([N+](=O)[O-])c(C(=O)Nc2ccn(Cc3ccccc3F)n2)n1	1	-2	-1	-2	-4	-4	99	102	0	6	105
O=C(CSc1nnc(-c2cccnc2)s1)Nc1ccc(C(=O)O)cc1	23	-5	-5	-5	-7	-5	100	99	-7	8	98
CCC(=O)n1nc(-c2cccnc2)nc1NCc1ccc(F)cc1	-1	-1	-1	-3	-2	-3	100	100	-2	15	99
COc1ccccc1NC(=O)c1ccc(NC(=O)CSc2ncn[nH]2)cc1	-5	-6	-4	-5	-8	-4	98	99	-1	22	100
CN(C)/C=N/c1cc(=O)[nH]c(=O)n1C	-6	1	0	-1	0	0	100	117	1	23	101
COc1ccc(Cl)cc1NC(=O)COC(=O)c1cc(NS(=O)(=O)c2cccs2)ccc1O	-61	0	0	0	-1	-1	100	105	0	1	102
COC(=O)c1cccnc1-n1c(=O)c2cccnc2n(Cc2ccc([N+](=O)[O-])cc2)c1=O	-23	1	-3	0	0	-2	?	100	-6	12	100
Oc1cc2ccccc2cc1-c1n[nH]c(=S)o1	57*	-1	-26	10	-7	4	103	99	14	50	101
Cc1ccc2cc(CN(CC3CCCO3)S(=O)(=O)c3c(C)ccc4nsnc34)c(=O)[nH]c2c1 (centres undefined)	-4	-3	-6	-3	-6	-2	102	101	-3	8	102
Cc1ccc(-n2c(C)cc(/C=N/NC(=O)Cn3c4ccccc4c(=O)c4ccccc43)c2C)cc1	-3	-4	-9	-5	-6	0	98	99	-1	14	98

Two records picked at random from the list so far:
SMILES	Mcl1 Bid PPI	Bim-Bcl-W	Bcl-B Bim block	Bim-Mcl-1	Bcl-XL Bim block	Bim-Bcl-2	RGS7-Gao reg	RGS8-Gao reg	Bim-Bfl-1	Mcl1 Noxa PPI	RGS4-Gao reg
Oc1cc2ccccc2cc1-c1n[nH]c(=S)o1	57*	-1	-26	10	-7	4	103	99	14	50	101
COC(=O)c1cccnc1-n1c(=O)c2cccnc2n(Cc2ccc([N+](=O)[O-])cc2)c1=O	-23	1	-3	0	0	-2	?	100	-6	12	100

Following part:
SMILES	Mcl1 Bid PPI	Bim-Bcl-W	Bcl-B Bim block	Bim-Mcl-1	Bcl-XL Bim block	Bim-Bcl-2	RGS7-Gao reg	RGS8-Gao reg	Bim-Bfl-1	Mcl1 Noxa PPI	RGS4-Gao reg
Cc1c(NC(=O)Cn2cc([N+](=O)[O-])cn2)c(=O)n(-c2ccccc2)n1C	-8	-1	-4	1	0	-5	101	100	-2	-4	101
CC(=O)c1cccc(NC(=O)C2(c3ccccc3)CC2(Cl)Cl)c1 (centres undefined)	-24	1	1	4	-1	-5	96	104	-2	-12	101
O=C(NC(=S)Nc1ccccc1[N+](=O)[O-])c1ccco1	-16	-2	-4	0	-3	-1	96	100	-3	13	98
Cn1c(=O)cc(SCC(=O)N2CCCC2)c2ccc(Cl)cc21	-6	-1	-5	0	0	-8	109	98	-9	-2	99
N/C(=N\OC(=O)CCC1CCCCC1)c1cccnc1	-2	1	0	0	2	5	100	99	4	-3	101
Cc1ccc(N2CC(C(=O)Nc3c(C)n(C)n(-c4ccccc4)c3=O)CC2=O)cc1 (centres undefined)	-18	-2	-3	-1	-4	-3	108	105	-7	-3	105
O=C(NCc1ccccn1)c1cn(CCc2ccccc2)nn1	-7	-4	-6	-3	-6	-10	99	100	-10	9	99
O=c1c2cc3c(=O)n(CC4CCCO4)c(=O)c3cc2c(=O)n1CC1CCCO1 (centres undefined)	-8	-3	-10	-2	-5	-11	102	100	-18	-17	101
Cc1ccc(C(=O)NCCc2ccc(S(=O)(=O)N3CCCC3)cc2)cc1	0	-2	-4	-1	-1	-4	95	98	-5	-1	99
CC(NC(=O)c1ccccc1)c1nnc(SCc2nc3ccccc3c(=O)[nH]2)n1C (centres undefined)	-11	0	0	2	3	-6	108	103	-5	1	103
CCCCOc1ccc(Nc2cc(Cl)ccc2C(=O)O)cn1	-33	.	.	.	.	.	?	106	.	-4	102
Cc1ccc(NC(=O)COC(=O)C2CC2(Cl)Cl)cc1C (centres undefined)	-5	-2	4	0	-1	3	98	95	2	24	98
CCOc1ccc(S(=O)(=O)N2CCN(c3ccccc3F)CC2)c2cccnc12	1	-1	-4	-3	-3	0	103	103	0	8	103
CN1C(=O)CSC1=NCC12CC3CC(CC(C3)C1)C2	1	0	-6	-1	-12	-6	103	104	-8	24	106
O/N=C/c1ccc(-c2cc(Cl)ccc2Cl)o1	2	-3	-5	-3	-4	-9	100	104	-18	-3	101
CCOC(=O)c1cc(NC(=O)CSCCO)ccc1Cl	-9	-2	-10	2	0	-10	100	99	-15	-10	102
O=C(Nc1ccc(C(F)(F)F)cc1)c1csc(-c2ccncc2)n1	-1	0	1	0	0	-2	102	101	-4	3	101
CCCC(C)NC(=O)CSc1nc(-c2ccccc2)cn1N (centres undefined)	-29	-2	-4	-1	-1	-4	93	92	-3	-1	96
CC(C)(O)C1=NOC(c2ccccc2)C1 (centres undefined)	-18	1	-6	0	-2	-6	338*[activator]	99	-5	-1	133
COC(=O)c1cc(C(=O)Nc2ccc(S(=O)(=O)NC(C)(C)C)cc2)cc([N+](=O)[O-])c1	-22	0	-1	-2	-3	0	106	105	0	9	102
COCCNC(=S)N1CCN(C/C=C/c2ccccc2)CC1	-11	-2	-10	-1	-4	-3	102	99	-8	12	101
COc1ccc(C(=O)Oc2ccc(F)cc2C(=O)/C=C/c2ccc(OC)c(OC)c2)cc1	12	-2	-10	-3	-5	-6	106	103	-2	-2	101
Cn1cnc([N+](=O)[O-])c1Sc1ncn[nH]1	7	.	.	.	.	.	?	113	.	-6	123
C=CCOc1c(Br)cc(/C=N/O)cc1OCC	-32	0	-1	-1	-2	-1	99	103	-2	-6	101
CC(NCC1COc2ccccc2O1)C(=O)NCc1ccccc1 (centres undefined)	35	0	0	4	0	-2	98	102	-3	1	104
CC(=O)NNC(=O)C(O)(c1ccccc1)c1ccccc1	-5	1	0	-1	-5	0	99	101	0	-11	98
Nc1nc(-c2cccnc2)nn1C(=O)c1ccc(F)cc1	-3	-4	-9	-1	-3	-6	102	100	-8	-2	103
CCCCCC(=O)Nc1ncc2c(n1)CC(c1cccs1)CC2=O (centres undefined)	-3	.	.	.	.	.	?	103	.	-17	101
CCN1/C(=C2/OC(=S)N(C)C2=O)Sc2ccccc21	-1	-1	-10	-2	-6	-11	107	101	-17	5	99
CCOC(=O)CSc1ncnc2c1nnn2-c1ccc(F)cc1	0	1	-6	0	-5	-6	102	99	-11	7	99
CN(C(=O)CSc1nnc(-c2ccccc2)n1C)C1CCS(=O)(=O)C1 (centres undefined)	10	-2	2	0	1	0	102	102	4	13	105
Cc1ccc(NC(=O)CSc2nc(O)c(Cc3ccccc3)c(=O)n2-c2ccccc2)cc1	-7	-3	-2	-3	-5	0	106	103	-2	11	99
CCOC(=O)CCCNC(=O)COC(=O)CCC(=O)c1ccc(F)cc1	-10	-4	-2	-11	-5	-5	105	102	1	-2	104
CCOC(=O)c1oc2ccc(CNCCO)c(Cl)c2c1C	-49	2	1	0	0	0	103	104	-2	-7	100
O=C(Nc1nnc(CC2=CCCCC2)s1)c1cccs1	-3	-1	-4	-2	-3	0	101	100	1	22	98
C=C(C)C1CC=C(C)/C(=N/NC(=O)c2ccc(NC(=O)CC)cc2)C1 (centres undefined)	3	2	-2	2	-4	-4	101	102	-9	16	100

Structural class: the compounds so far with a furan ring, fused or not (three)
SMILES	Mcl1 Bid PPI	Bim-Bcl-W	Bcl-B Bim block	Bim-Mcl-1	Bcl-XL Bim block	Bim-Bcl-2	RGS7-Gao reg	RGS8-Gao reg	Bim-Bfl-1	Mcl1 Noxa PPI	RGS4-Gao reg
O=C(NC(=S)Nc1ccccc1[N+](=O)[O-])c1ccco1	-16	-2	-4	0	-3	-1	96	100	-3	13	98
O/N=C/c1ccc(-c2cc(Cl)ccc2Cl)o1	2	-3	-5	-3	-4	-9	100	104	-18	-3	101
CCOC(=O)c1oc2ccc(CNCCO)c(Cl)c2c1C	-49	2	1	0	0	0	103	104	-2	-7	100

New compounds follow.
SMILES	Mcl1 Bid PPI	Bim-Bcl-W	Bcl-B Bim block	Bim-Mcl-1	Bcl-XL Bim block	Bim-Bcl-2	RGS7-Gao reg	RGS8-Gao reg	Bim-Bfl-1	Mcl1 Noxa PPI	RGS4-Gao reg
S=c1cnc2ccccc2[nH]1	-50	-7	-54	-6	-16	-2	118	109	14	21	109
CCc1nc(N=Nc2c(O)[nH]c3ccccc23)c2c3c(sc2n1)CCC3	30	-3	-6	-2	-2	-1	107	110	2	12	104
CNC(=O)c1cc(Nc2nnc(-c3ccc(O)cc3)c3ccccc23)ccc1OC	-29	0	-6	0	-2	0	107	108	-6	27	105
Cc1cc(C)c2c(N)c(C(=O)c3ccccc3)oc2n1	-45	4	5	7	0	5	100	103	6	-6	101
C=CCn1c(=O)c2ccccc2n2c(Sc3nnnn3-c3ccccc3)nnc12	-1	-4	-10	-5	-11	-4	101	102	-14	2	99
Cc1ccnc(NS(=O)(=O)c2ccc(NC(=O)CN3C(=O)CCC3=O)cc2)n1	-6	3	-1	0	0	-1	101	103	-3	0	101
Oc1ccccc1OCCOc1ccccc1OCCOc1ccccc1O	1	.	.	.	.	.	?	101	.	-14	104
O=c1c(Cc2ccc(Cl)cc2)c(O)ccn1Cc1ccccc1	-6	-3	-5	-1	-26	-8	104	103	-12	3	103
O=C(Nc1ccc2c(c1)OCO2)N1CCC(CO)(CC2CCCCO2)CC1 (centres undefined)	-75	2	0	3	2	1	99	101	-1	8	101
CCNC(=O)C(C)Sc1ccc(Cl)cc1 (centres undefined)	-29	0	-8	-1	-4	-9	98	103	-14	-2	103
COC(=O)c1cn(NC(=O)Cn2nc([N+](=O)[O-])c(Cl)c2C)c(=O)c2ccccc12	12	3	-2	3	0	-3	?	100	-4	1	97
O=C1CC(N2CCN(c3ccccc3Cl)CC2)C(=O)N1c1ccc(F)cc1 (centres undefined)	-11	-1	-2	-4	0	0	97	95	0	-2	89
CN(C)c1ccc(-c2nc3n(n2)C(c2cccnc2)C2=C(CC(C)(C)CC2=O)N3)cc1 (centres undefined)	-29	1	-5	0	-2	-2	103	101	-7	-7	104
COC(=O)[C@H](CC(C)C)NC(=O)N1CCCCC1C (some centres undefined)	-4	.	.	.	.	.	?	99	.	13	102
COc1ccc(N=Cc2cccc(C)c2O)cc1Cl	-33	-4	-5	-13	-5	-2	89	93	-3	6	98
COc1cccc(NC(=S)NN2C(C)CCCC2C)c1 (centres undefined)	-10	-7	-7	-6	-3	-2	103	101	-3	27	102
CCC1(C(=O)OC)NC(c2cccc(F)c2)C2C(=O)N(C)C(=O)C21 (centres undefined)	1	0	0	-1	-2	25	103	101	-3	0	100
CCNC(=O)NC(=O)COC(=O)CNC(=O)COc1ccccc1	-23	-1	-4	-1	-20	-2	102	98	-2	7	99
Cc1ccc(/C=C2\SC(=S)N(C3CCS(=O)(=O)C3)C2=O)o1 (centres undefined)	-59	4	-13	7	5	10	100	101	11	-6	99

Screening data from PubChem.
